Bioassay records deposited in PubChem BioAssay by Broad Institute.
INS-1E GSIS act: GLuc luminescence reporter in INS-1E cells, primary screen for activators of glucose-dependent secretion of insulin | INS-1E GLuc reporter insulin secretion, 2-3 h | activation, % at 16.6 µM | hit rate 0.61% among 370,000 | AID 743287;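 active means lowest replicate activation of at least 40%, so every replicate reaches that level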;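 further: 0% = median of neutral control wells and 100% = median of IBMX positive control wells; some compounds called inactive have numbers as strong as hits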
LGR2 antag: Drosophila LGR2 receptor signaling inhibition | hit rate 0.35% among 380,000 | inhibition, % at 9.99 µM | HEK293 LGR2, CRE-luciferase, bursicon-stimulated, 4 h;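 active means drop in luminescence signal, shown as inhibition above about 50% in the replicate tests, limit read from the data, passing the limit was not always enough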;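 further: agonist challenge used bursicon conditioned medium at about half maximal strength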
PglD inh: inhibitors of Campylobacter jejuni PglD acetyltransferase; purified PglD enzyme, DTNB colorimetric CoA detection; inhibition, % at 12.5 µM; hit rate 0.098% among 360,000; in the data active means inhibition above about 16%, passing the limit was not always enough; further: strong numbers were not always called active
ARNT-TACC3 inh: disrupts binding between human ARNT and TACC3. AlphaScreen His-ARNT PAS-B/GST-TACC3 binding, luminescence; TACC3 fragment carries E629A point mutation. Q9Y6A5. hit rate 0.66% among 390,000. AID 623870. inhibition, % at 9.99 µM;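 active means mean inhibition of replicates at least 50% and at least half of replicates each reaching 50%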;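 further: 0% = complete ARNT plus TACC3 wells and 100% = ARNT alone without TACC3; many hits fall short of the cut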
PGC1a acetyl inh: modulators of PGC1a acetylation. U2OS PGC1a acetylation, AlphaScreen anti-acetyl-lysine; with virally co-expressed GCN5 acetyltransferase. inhibition, % at 15.6 µM. hit rate 0.17% among 350,000;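 active means every replicate shows inhibition of at least 40%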;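 further: 0% = neutral control wells and 100% = positive control wells; some results beyond the cut were filed as inactive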
PAX8 inh HTS: lowers PAX8-driven luciferase in RMG-I cells. inhibition, % at 12.6 µM. hit rate 1.2% among 360,000. RMG-I TPO-luciferase reporter, SteadyGlo, 24 h;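 active means mean replicate inhibition at least 60% with every replicate also reaching 60%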;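 further: luciferase light reporting Pax8 driven TPO promoter activity; plate controls were median of neutral control wells for no effect and mitoxantrone controls for full effect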
Cneo AK release: Cryptococcus neoformans lysis via adenylate kinase release. C. neoformans lysis, adenylate kinase release luminescence, 4 h; normalised: neutral wells 0, clomiphene wells 100. hit rate 0.2% among 360,000. lysis activity, % at 15 µM. AID 651654;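 active means mean lysis activity across replicates of at least 80%, whatever share of replicates individually reach that level; inactive means mean lysis activity below 80%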
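Material – Cryptococcus neoformans yeast cells · Quantity – 5 × 10^6 yeast cells/mL · Buffer or medium – YPD medium · Compound – single dose · Timing – 4 h static compound exposure, 37 °C, read 1 h post-reagent · Signal – adenylate kinase release luminescence · Read-out basis – lysis from increased AK signal · Benchmarks – Clomiphene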
Statin myotox sup: suppression of simvastatin myotoxicity | rescue of ATP level, % at 7.49 µM | AID 602340 | hit rate 0.78% among 330,000 | C2C12 myotubes + simvastatin, ATP luminescence, 48 h; scaled: DMSO 0, geranylgeraniol control 100;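 active means mean ATP rescue above about 67%, or every replicate alone reaching that limit, limit read from the data, passing the limit was not always enough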;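 further: myotubes were challenged with 10 µM simvastatin during compound exposure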
* marks the source's active call; other numbers are inactive results; . = no result given; & = joins results of further samples.

SMILES	INS-1E GSIS act	LGR2 antag	PglD inh	ARNT-TACC3 inh	PGC1a acetyl inh	PAX8 inh HTS	Cneo AK release	Statin myotox sup
COc1ccc(CNC(=O)CCn2ccc3cc(S(=O)(=O)N4CCCC4)ccc32)cc1	17	-1	5	3	-7	33	5	-4
Cc1c(CN(C)C(=O)CSc2nc(-c3ccco3)cc(C(F)(F)F)n2)cnn1C	.	.	1	-1	6	.	-3	-1
Clc1ccc(OCCSc2ncccn2)c(Br)c1	10	-59	.	-10	.	-214	.	.
C[C@H](O)C#Cc1ccc2c(c1)O[C@@H](CN(C)C(=O)Cc1ccccn1)[C@@H](C)CN([C@H](C)CO)S2(=O)=O	8	-2	10	2	-3	.	-1	10
N#Cc1c(-c2ccco2)cc(-c2cccnc2)nc1N	.	.	1	-5	-6	.	-2	0
Cc1nc(SCC(=O)N2CC(=O)Nc3ccccc32)c2c(C)c(C)sc2n1	-6	7	7	0	1	.	8	-3
CCCc1nc2c(sc3nc4c(cc32)COC(C)(C)C4)c(=O)n1CCN(C)C	-3	-5	.	-8	.	-7	.	.
O=C(NCC[C@H]1CC[C@H](NS(=O)(=O)Cc2ccccc2)[C@@H](CO)O1)C1CC1	8	2	8	5	-4	-7	-6	1
CCCCn1c(N)c(N(CC)C(=O)COc2ccc(C#N)cc2)c(=O)[nH]c1=O	-4	-6	11	0	6	7	8	-3
O=C(CCC1N=C2c3ccccc3N=C(SCc3ccc(F)cc3)N2C1=O)NCc1ccco1 (stereo not drawn)	.	.	-2	-6	14	6	-8	11
O=C(Nc1cccc2ncccc12)c1ccc(-c2ccc(Br)cc2)o1	27	4	.	5	-9	.	.	-85
CN(CC(=O)Nc1ccc(Br)cc1)Cc1ccccc1	.	-48	4	-2	-19	6	-2	2
O=S(=O)(c1ccc(S(=O)(=O)N2CCCN(Cc3ccccc3)C2)cc1)N1CCCCCC1	12	.	-1	3	-10	.	0	11
COc1ccc(-c2noc(N3CCC(C(=O)Nc4ccccc4Cl)CC3)n2)cc1	.	2	-1	-2	2	-22	-2	-7
O=C(COc1ccc(/C=N/NC(=O)c2ccccc2O)cc1)Nc1ccccc1	16	-42	.	-10	.	3	.	.
Cc1ccc(S(=O)(=O)CCC(=O)NC2CCCCC2)cc1	15	-5	3	-8	10	-2	0	-22
CCn1c(SCc2ccc(C)cc2)nnc1C1CCN(S(=O)(=O)c2ccc(OC)cc2)CC1	.	.	0	-2	-11	14	-5	-3
CC1CCCCC1N(C)C1CCN(C(=O)CNC(=O)/C=C/c2cccc(Cl)c2)CC1 (stereo not drawn)	16	-6	3	0	-1	4	1	-212
CC(C)(C)NC(=O)N1CCN(c2ncccc2C(F)(F)F)CC1	-2	5	7	2	38	26	-1	3
O=C(Nc1nnc(-c2cccnc2)o1)c1cccc(Cl)c1	.	10	.	52*	10	18	.	.
COc1ccc(CCN(Cc2ccccn2)C(=S)Nc2cccc(SC)c2)cc1OC	0	15	-1	-5	.	5	-3	5
Cc1noc(C)c1NC(=O)N(C)C[C@H]1OCCCC[C@H](C)Oc2ccc(NC(=O)NC(C)C)cc2C(=O)N([C@@H](C)CO)C[C@@H]1C	7	8	0	8	-1	26	90*	.
CC(C)C[C@H](NC(=O)c1[nH]cnc1C(=O)Nc1ccc(CNC(=O)OC(C)(C)C)cc1)C(=O)OCc1ccccc1	5	9	3	4	1	8	9	-2
COc1ccc(NC(=S)/N=C(\N)Nc2nc(C)c3ccccc3n2)cc1	-1	-6	.	2	.	9	.	.
Cc1ccc[n+](CC(=O)c2ccc(NC(=O)c3ccccc3)cc2)c1C	.	-11	-1	.	3	7	0	.
Cc1ccccc1NC(=O)C(C)OC(=O)c1ccccc1C(=O)N(C)c1ccccc1 (stereo not drawn)	-6	-3	8	-3	4	11	5	-9
Cc1c(C(=O)O)sc(S(=O)(=O)N2CCN(C(=O)Cc3ccccc3Cl)CC2)c1C(=O)O	21	-7	-6	-5	-1	2	-4	-7
CC(=O)Nc1ccc(Br)c(Cl)c1	-10	3	-2	-8	6	3	-2	9
CN(C)c1ccc(-n2cc3c(=O)n(C)c(=O)n(C)c3c2)cc1	.	.	-9	3	-8	.	-2	-18
CCC(CC)C(=O)c1c[nH]c(C(=O)N2CCN(c3ccccc3F)CC2)c1	-5	18	3	.	2	-1	-1	0
COCC(=O)Nc1ccc2c(c1)C(=O)N(C)[C@@H]1CC[C@H](CC(=O)NC3CCCC3)O[C@H]1CO2	8	6	-1	-4	1	-8	1	-14
N#C[C@H]1[C@@H](c2ccccc2)[C@@H](CO)N1C(=O)Nc1cccc(F)c1	-1	-6	29	-8	-10	9	-2	-18
O=[N+]([O-])c1ccccc1N(CC1CO1)S(=O)(=O)c1ccccc1 (stereo not drawn)	4	-3	.	1	-7	-15	.	-7
COc1ccc(-c2ccc3c(c2)[C@@H]2[C@@H](CCN2Cc2ccncc2)[C@@H](CO)N3)cc1	8	2	0	24	-5	-14	0	2
N#Cc1cccc(-c2ccc(C3[C@@H]4CN(C(=O)C5CCOCC5)C[C@H]3N4)cc2)c1 (stereo partly drawn)	11&-3	17&-3	.	.	-5&3	-3&-7	.	.
CCOC(=O)N1CCN(C(=O)/C=C/c2ccc([N+](=O)[O-])cc2)CC1	-6	-8	.	0	0	3	.	2
Cc1ccc(-c2csc(NS(=O)(=O)c3cccc(F)c3)n2)o1	.	10	2	4	17	9	-1	0
CC(=O)N1CCN=C1SCc1cccc(C(F)(F)F)c1	.	.	-3	.	-4	-15	-1	0
COCCNC(=O)C1=C(N)C(C(=O)Nc2ccc(C)c(S(=O)(=O)N3CCCCC3)c2)SC1=Nc1ccc(C)cc1C (stereo not drawn)	.	.	1	-4	-10	.	-1	-12
O=C1CC(c2ccc(F)cc2)Cc2nc(NCC3CCCO3)ncc21 (stereo not drawn)	.	.	5	-11	-3	5	-1	-6
COc1ccc(CC(=O)Nc2cc(S(=O)(=O)N3CCOCC3)ccc2N2CCCC2)c(OC)c1	-1	-17	2	29	5	13	-1	2
C[C@@H]1CN([C@H](C)CO)C(=O)c2cccc(NS(C)(=O)=O)c2O[C@@H]1CN(C)Cc1ccc(C(F)(F)F)cc1	-13	-5	-2	0	-32	-6	6	-12
O=C(Nc1ccc2c(c1)nc1n2CCN(Cc2ccccc2)C1)NC1CCCCC1	.	.	-2	1	-4	.	2	-31
CC(C)OCCCn1c(=NC(=O)c2cccs2)c(C#N)cc2c(=O)n3ccccc3nc21	-10	-16	68*	.	0	-16	5	.
CCN(c1ccc(NC(=O)CCNC(=O)c2ccco2)cc1)C(C)C	16	-8	-3	.	3	6	0	11
Cc1ccc(-c2nn(-c3ccccc3)cc2CNCc2ccccc2)cc1	-14	45	.	6	-16	38	.	.
Cc1ccc(S(=O)(=O)N(C)c2ccc(OC(=O)c3cccs3)cc2)cc1	-3	18	4	-1	8	11	-1	-3
CCn1c(SCC(=O)NC2CC2)nnc1-c1ccc(C)cc1	15	-3	.	-4	.	-19	-1	.
O=C(COC(=O)c1ccccn1)NCc1ccc(Cl)cc1Cl	13	-14	-3	.	5	-7	2	9
O=C(NCC[C@@H]1CC[C@H](NC(=O)C2CCC2)[C@@H](CO)O1)c1cnccn1	6	3	6	.	4	-1	20	-22

Going on with the list.
SMILES	INS-1E GSIS act	LGR2 antag	PglD inh	ARNT-TACC3 inh	PGC1a acetyl inh	PAX8 inh HTS	Cneo AK release	Statin myotox sup
CCOc1ccc(/C=N/NC(=O)c2ccoc2C)cc1OC	8	-40	-1	.	.	-126	0	-26
COC(=O)c1cc(-c2c(-c3cc(OC)c(OC)c(OC)c3)noc2C)cc([N+](=O)[O-])c1	.	13	-1	21	2	0	-1	4
COc1ccccc1NC(=O)Cc1noc(CSc2nnc(C)s2)n1	.	.	-2	-8	1	.	1	7
CO[C@@H]1CN(C)C(=O)c2cc(NC(=O)C3CC3)ccc2OC[C@H](C)N(C)C[C@H]1C	8	19	6	-5	14	4	-8	4
Nc1c(Cl)cc(C2=NCCn3c2c2ccc([N+](=O)[O-])cc2[n+]3[O-])cc1Cl	-8	-3	1	6	18	48	4	-9
CCOC(=O)c1cnc(SC)nc1Oc1cccc(NS(=O)(=O)c2ccccc2)c1	.	.	1	-3	-3	2	0	.
Cc1ccc(CNC(=O)C2CCN(S(=O)(=O)c3cccnc3)CC2)cc1	19	-3	-4	-4	-4	-10	-2	10
CN1C(=O)c2cc(NC(=O)C3CCOCC3)ccc2OC[C@@H]2O[C@H](CC(=O)NCCc3ccncc3)CC[C@H]21	8	0	2	-4	.	0	-2	-14
O=C(CCCCn1c(=O)c2ccccc2n(Cc2ccc(Cl)cc2)c1=O)NCc1ccco1	.	.	2	0	-17	.	1	.
Cc1ccccc1OCCC(=O)N1CCN(S(=O)(=O)c2ccccc2F)CC1	-2	2	.	-1	.	10	0	.
CCOC(=O)c1ccc(NC(=O)C2CCN(S(=O)(=O)c3ccccc3)CC2)cc1	-31	7	-1	-3	.	9	1	-10
Cc1c(C(=O)N/N=C/c2cccc(O)c2)nnn1-c1nonc1N	13	8	2	-3	.	-8	-5	2
Cc1cc(=O)oc2cc(Oc3ccc(C(N)=O)cc3[N+](=O)[O-])ccc12	0	-2	.	-5	7	18	.	-6
O=C(C[C@@H]1CC[C@@H]2[C@H](COC[C@H](O)CN2C(=O)c2ccncc2)O1)Nc1ccc(-c2ccccc2)cc1	-14	0	5	-3	-10	0	-1	-1
Cc1ccc(NC(=O)CSc2nnc(C)n2CC2CCCO2)cc1 (stereo not drawn)	-2	4	.	26	.	7	.	.
NC(=S)N/N=C/c1ccc(Br)o1	1	4	.	4	.	-50	.	.
COc1ccc(/C=N/NC(=S)Nc2cc(C(F)(F)F)ccc2Cl)cc1	10	-5	3	.	-11	-15	1	.
O=C(CCC(=O)N1CCOc2ccccc21)NCCCN1CCCCC1	.	-18	3	-3	.	.	1	6
CC(C)NC(=O)Nc1ccc2c(c1)C(=O)N([C@@H](C)CO)C[C@H](C)[C@@H](CN(C)S(=O)(=O)c1cn(C)cn1)OCCCC[C@H](C)O2	13	18	-3	-15	-19	13	-1	.
CCOc1ccc(/C=C2\CCC(C3CCCC3)C2=O)cc1OC (stereo not drawn)	3	-16	.	-11	.	-47	.	4
N#Cc1ccc(-c2ccc([C@H]3[C@@H](CO)N4C(=O)CN(C(=O)C5CCCC5)C[C@H]34)cc2)cc1	-15	-6	.	.	-9	-2	.	.
COc1ccccc1NC(=O)CCN1C(=O)C2CC=CCC2C1=O (stereo not drawn)	3	-8	5	-14	.	.	-2	0
CC1(c2nnc(Cc3ccccc3)o2)CC(c2ccc(F)cc2)=NO1 (stereo not drawn)	4	-11	5	4	.	-4	-2	-2
CCC(CC)NC(=O)Cc1ccc(F)cc1	3	16	-3	-3	13	-5	1	-8
Cc1ccccc1-c1cc(C(=O)NCc2cccc(C(F)(F)F)c2)n(CC2CC(c3cccnc3)=NO2)n1 (stereo not drawn)	-38	17	4	0	-9	26	1	16
O=c1c2c(nc3n1CCCCC3)-c1ccccc1CC21CCCC1	-5	11	0	-1	1	.	-1	8
OCCN(CCO)c1cc2c3ccccc3ccc2c2ccccc12	0	85*	.	.	-4	9	.	-3

Rows are unselected, and some 2.9% of all compounds hit somewhere here.
